BRCT inh red: qHTS Assay for Inhibitors of BRCT-Phosphoprotein Interaction (Red Fluorophore). Breast cancer type 1 susceptibility protein (Homo sapiens), P38398. BRCT-phosphopeptide binding, red fluorescence polarization. Potency, µM (doses to about 76.9 µM), for the others: top-dose activity change, negative = inhibition, usual class: inhibitors. hit rate 0.03% among 75,000. AID 892, 2007; note: % is set by controls: 0 for no effect and ±100 for the full control effect
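Fluorescence polarization: 100 nM His-tagged BRCA1 BRCT with 100 nM TAMRA-labelled phospho-BACH1 decapeptide, phosphate buffer pH 7.3 with 150 mM NaCl, DTT, 0.01% Tween 20; 12 min RT. Binding inhibition seen as FP decrease.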
15-hLO inh: qHTS Assay for Inhibitors of 15-hLO (15-human lipoxygenase); Potency, µM (highest dose often 57.1 µM), without a hit: at the top dose activity change, negative = inhibition, hits mostly inhibitors; purified 15hLO-1, xylenol orange hydroperoxide absorbance; AID 887, 2007; hit rate 1.4% among 74,000; Polyunsaturated fatty acid lipoxygenase ALOX15 (Homo sapiens), P16050; note: potency is the fitted concentration of half-maximal effect; % is set by controls: 0 for no effect and ±100 for the full control effect; nearly all actives have a fitted effect of over 55% in size
Target sequence (P16050 whole entry, looked up): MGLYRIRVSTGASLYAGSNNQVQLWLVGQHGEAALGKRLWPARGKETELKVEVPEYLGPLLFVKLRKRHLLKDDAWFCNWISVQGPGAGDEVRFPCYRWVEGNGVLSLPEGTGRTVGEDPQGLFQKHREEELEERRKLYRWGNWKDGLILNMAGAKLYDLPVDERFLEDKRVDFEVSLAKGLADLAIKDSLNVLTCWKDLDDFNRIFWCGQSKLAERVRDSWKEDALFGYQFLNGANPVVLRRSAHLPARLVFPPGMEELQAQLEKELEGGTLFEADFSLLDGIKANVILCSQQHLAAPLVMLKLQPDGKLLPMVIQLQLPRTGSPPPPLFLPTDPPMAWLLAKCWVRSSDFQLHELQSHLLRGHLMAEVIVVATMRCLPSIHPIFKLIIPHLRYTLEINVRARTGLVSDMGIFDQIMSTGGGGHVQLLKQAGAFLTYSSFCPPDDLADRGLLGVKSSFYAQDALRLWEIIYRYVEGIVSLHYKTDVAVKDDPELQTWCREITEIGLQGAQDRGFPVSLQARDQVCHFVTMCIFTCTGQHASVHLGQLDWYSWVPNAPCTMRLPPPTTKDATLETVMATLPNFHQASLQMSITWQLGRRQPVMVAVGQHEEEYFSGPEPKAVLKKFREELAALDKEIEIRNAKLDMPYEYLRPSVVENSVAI
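Inhibition is scored from a chromogenic endpoint. After 15 min enzyme-compound contact, arachidonic acid (50 uM final) reacts 6 min with 40 nM 15hLO-1 at room temperature, then Fe-XO reagent is added for 30 min and absorbance ratio recorded.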
CRE-bla Fsk: Cell signaling CRE-BLA (Fsk stim); hit rate 2.5% among 71,000; CHO CRE-bla reporter (cAMP response element driving beta-lactamase), forskolin EC10, beta-lactamase ratio; Potency, µM (titrated, usually from 38.2 µM), inactives show at the highest dose activity change, negative = inhibition, hits mostly activators; active = well fitted activation curve with a large enough effect in the signal ratio, with a control signal flat, not every such curve was filed as active; inconclusive = small, poorly fitted or top-dose-only effect, or effect the other way, or a change in a side signal; the % refers to the signal ratio; note: potency is the fitted concentration of half-maximal effect; % of control where 0% means no effect
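AC50 values, positive or negative, reflect shifts in EC10 NKH 477-induced CRE-bla reporter activity in CHO cells. Incubation lasted 3 h at 37 °C before CCF4 substrate (2 h, room temperature) and ratiometric 460/530 nm reading.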
HBB splice mod: qHTS Assay for Modulators of Hemoglobin Beta Chain Splicing; HBB splicing reporter cell assay, activation; EGFP reporter with mutant IVS2-654 intron; response scale: normalised to 500 nM splice-correcting PNA; Potency, µM (series often up to 46.1 µM), inactives show top-dose activation, most hits filed as activators; hit rate 0.06% among 65,000; note: potency is the fitted concentration of half-maximal effect; 0% is about no effect
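Compounds were applied for 2 days to HeLa EGFP-654 cells, 500/well in Optimem with 2% FCS. The reporter's EGFP is disrupted by mis-splicing of beta-globin intron IVS2-654. Readout: summed well GFP fluorescence from 488 nm laser scanning; reference was 500 nM antisense […] 654 PNA.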
A350 fluor: qHTS Assay for Spectroscopic Profiling in A350 Spectral Region | Compound autofluorescence, 340/450 nm, Alexa 350 dye-equivalents; active compounds read high | max dye-equivalent concentration, M | hit rate 11% among 59,000; in the data active = max dye-equivalent concentration above about 10 nM; inconclusive = mostly about 1.1 nM to 9.6 nM
Epigenetic mod: qHTS Assay for Epigenetic Modulators; mouse C127i GFP locus derepression, cytometry, 30 h; Potency, µM (highest dose often 46.1 µM), inactives show top-dose GFP derepression (activation); hit rate 0.09% among 68,000; AID 597, 2007; note: % of control where 0% means no effect
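Read-out is the number of GFP-positive cells, scored as fluorescent objects 20 to 120 um wide, reflecting derepression of a silenced CMV-GFP reporter in murine C127i cells after 30 h compound exposure at 37 C.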
BRCT PPI green: qHTS Assay for Inhibitors of BRCT-Phosphoprotein Interaction (Green Fluorophore); BRCA1 BRCT-phosphopeptide binding, green fluorescence polarization; Potency, µM (series often up to 76.9 µM), without a hit: top-dose activity change, negative = inhibition, usual class: inhibitors; hit rate 0.05% among 75,000;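 note: potency is the fitted concentration of half-maximal effect; plate controls were peptide without protein for full effect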
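Compounds were incubated for 12 min at room temperature with a complex of 100 nM fluorescein-tagged pBACH1 decapeptide and 250 nM His-tagged BRCT protein. Buffer was phosphate pH 7.3 with EDTA, DTT and Tween 20. Disruption of binding lowers the polarization signal.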
Pol III holo inh: qHTS Assay for Inhibitors of DNA Polymerase III Holoenzyme System; reconstituted DNA polymerase III holoenzyme replication, biochemical; Potency, µM (highest dose often 57.1 µM), for the others: top-dose activity change, negative = inhibition; hit rate 0.25% among 71,000; AID 603, 2007; note: potency is the fitted concentration of half-maximal effect; % is set by controls: 0 for no effect and ±100 for the full control effect
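Reconstituted *E. coli* holoenzyme (0.35 nM Pol III, 1 nM beta, 154 nM SSB, 2 nM primase) was preincubated with compound for 15 min at RT. Synthesis on 1.4 nM ssM13Gori ran 35 min, then was stopped with PicoGreen/EDTA and read as dsDNA fluorescence.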
4-MU autofl: qHTS Assay for Spectroscopic Profiling in 4-MU Spectral Region; compound autofluorescence, 340/450 nm, 4-MU equivalents; active compounds read high; max dye-equivalent concentration, M; hit rate 11% among 59,000; AID 589, 2007; in the data active = max dye-equivalent concentration above about 10 nM; inconclusive = mostly about 1.1 nM to 9.6 nM
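Intrinsic fluorescence at 340/450 nm (ex/em) was read after 15 min at room temperature in pH 8.0, 100 mM Tris. Each compound concentration expressed as 4-MU-equivalent concentration from a six-point 4-MU standard series on each plate.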
Hsp90 Hop PPI: qHTS Assay for Disrupters of an Hsp90 Co-Chaperone Interaction; AID 595, 2007; Potency, µM (titrated, usually from 57 µM), without a hit: top-dose activity change, negative = inhibition; hit rate 0.44% among 71,000; AlphaScreen TPR2A-His6 binding biotin-Hsp90 C-terminal peptide; active = well fitted curve in either direction with a large enough effect; inconclusive = small, poorly fitted or top-dose-only effect, or another doubt; note: potency is the fitted concentration of half-maximal effect; % is set by controls: 0 for no effect and ±100 for the full control effect; many of its hits are not listed in these tables
UbGFP stabilizer: Ubiquitin-GFP Assay; Ubiquitin-GFP reporter cells, proteasome inhibition, GFP fluorescence; response scale: untreated = 0%, 10 µM MG-132 = 100%; Potency, µM (series often up to 45.9 µM), for the others: at the top dose activation (GFP accumulation), most hits filed as activators; 67,000 tested, under 10 active; active = well fitted activation curve with a large enough effect, not every such curve was filed as active; inconclusive = small, poorly fitted or top-dose-only effect, or another doubt; inactive = no such curve, though single readings can be large or run the other way; note: potency is the fitted concentration of half-maximal effect
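Reporter cells (U2OS, ubiquitin-G76V-GFP fusion) are plated overnight, then treated 4 hr at 37 °C with compound titrations from 46 uM down to 2.9 nM. Activity is scaled against untreated cells and 10 uM MG-132.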
Starred values were filed as active, the others as inactive; i = inactive; ? = inconclusive; / = not tested or not shown; [ ] = another dose, or the depositor's remark. Unless noted, calls come from the whole dose curve; as a rule, active = well fitted curve in the direction sought with a large enough effect; inconclusive = small, poorly fitted or top-dose-only effect, or another doubt; inactive = no such curve, though single readings can be large; an effect the other way counts as inactive or inconclusive.

Compound | Pol III holo inh | Epigenetic mod | Hsp90 Hop PPI | BRCT PPI green | 4-MU autofl | CRE-bla Fsk | HBB splice mod | 15-hLO inh | BRCT inh red | UbGFP stabilizer | A350 fluor
N=C1Sc2ccccc2C2=NCCCN12 | -6% | 0% | -11% | -1.2% | i | 18% | 2.2% | ? | -2.1% | 3% | i
COC(=O)CSc1nc(N2CCOCC2)c2c(c1C#N)CC(C)(C)N(C)C2 | 3% | 0% | -11% | -6.9% | 5.5e-08M* | 9% | 1.0% | ? | -1.5% | 5% | 4.8e-08M*
CCN(C(=O)c1cn(C)c(=O)c2cc(OC)c(OC)cc12)c1cc(OC)ccc1OC | -1% | -1% | -3% | -1.6% | i | 29% | 1.6% | 2% | -0.8% | -6% | i
CCOC(=O)N1CCC(NC(=O)CCC(=O)N2CC(C)Oc3ccccc32)CC1 (configuration not stated) | -2% | 9% | -3% | -3.0% | i | ? | -0.5% | 4% | -0.4% | -2% | i
CCOC(=O)c1c(-c2cccs2)csc1NC(=O)COC(=O)c1c(C)noc1C | 4% | 1% | 16% | -0.6% | i | 2.5µM* | 0.5% | -12% | 0.0% | -13% | i
CCCCCn1c(CN2CCN(C(=O)OCC)CC2)nc2c1c(=O)[nH]c(=O)n2C | 0% | -4% | -5% | -0.7% | i | ? | -0.6% | 1% | 0.2% | 13% | i
CCc1ccc2oc(-c3cccc(NC(=O)c4cccnc4)c3)nc2c1 | 2% | -2% | -3% | -1.2% | i | -7% | / | 6% | -0.6% | 0% | i
COc1ccc(C(=O)Cn2c(N3CCOCC3)nc3ccccc32)cc1OC | -7% | 4% | -2% | -1.3% | i | -5% | 2.3%[57.5 µM] | 12% | 0.0% | -1% | i
CC1(C)OC(=O)C(=CNc2ccc(F)cc2)C(=O)O1 | 6% | -2% | 0% | -3.5% | i | 5% | 0.8% | -5% | -0.5% | -5% | i
Cc1cc(C)nc(SCC(=O)Nc2ccc(N3CCOCC3)c(Cl)c2)n1 | 2% | -2% | 0% | -2.4% | i | 11% | -2.2% | 3% | -1.5% | 10% | i
CCOC(=O)N1CCN(C(=O)COc2ccc(S(=O)(=O)Nc3ccc(OCC)cc3)cc2)CC1 | -6% | 4% | 2% | -3.2% | i | 1% | -0.5% | -20% | -2.3% | -13% | i
Cc1sc2c(c1C)CN(C1CC(C)(C)NC(C)(C)C1)CN2C(=O)c1ccco1 | 1% | 0% | -6% | 3.2% | 2.9e-08M* | -19% | -0.5% | -19% | 0.1% | 7% | 2.8e-08M*
COc1ccc(-c2ccc(-c3noc(-c4cccs4)n3)c(OC)n2)cc1 | -4% | 17% | 7% | 1.7% | 1.8e-07M* | ? | 3.7%[57.5 µM] | 2% | 0.6% | -2% | 2.3e-07M*
O=C1CC(c2cccs2)c2cc3c(cc2N1)OCCO3 (configuration not stated) | 3% | -1% | ? | -1.7% | i | -8% | -0.2% | -10% | 2.9% | -3% | i
O=C(NCc1cccs1)c1cnn2cccnc12 | -4% | 0% | -4% | 1.6% | 3.3e-08M* | 4% | -0.4% | 0% | -0.7% | -4% | 3.8e-08M*
Cc1cc2nc(C(F)(F)F)[nH]c(=O)n2n1 | 3% | -1% | 0% | 0.3% | i | -7% | 2.2%[57.5 µM] | 3% | -1.5% | -2% | i
COc1ccc(-c2nnc(SCC(=O)Nc3cc(C)on3)n2N)cc1OC | -2% | 2% | 0% | 0.6% | i | 3% | -0.2%[57.5 µM] | 13% | 1.5% | -6% | i
CC1=C(C(=O)N2CCOCC2)C(c2ccccc2F)C2=C(CC(C)(C)CC2=O)N1 (configuration not stated) | -5% | 0% | -2% | -0.1% | 1.3e-06M* | 11% | 0.4% | 13% | 1.3% | -3% | 1.6e-06M*
CCS(=O)(=O)N1CCC(C(=O)Nc2cc(Cl)ccc2O)CC1 | -2% | 0% | -3% | 1.8% | i | ? | 0.6% | -2% | 0.0% | 0% | i
Cc1cccn2c(=O)c3cc(C(=O)N4CCN(c5ccccc5)CC4)n(C)c3nc12 | 0% | -2% | -3% | -1.2% | 1.5e-07M* | ? | -3.3% | 4% | 0.5% | 8% | 1.5e-07M*
CCn1cc(C(=O)Nc2nncs2)c(=O)c2cc(F)c(N3CCN(C(=O)c4ccco4)CC3)cc21 | 2% | -2% | -7% | -2.3% | ? | 2% | 0.1%[1.84 µM] | 3% | -0.3% | 0% | ?
CCCN(CCC)C(=O)c1ccc2c(c1)N(Cc1ccccc1)C(=O)CS2=O (configuration not stated) | 0% | 0% | -6% | -1.7% | / | -1% | 0.0% | -10% | 0.1% | 6% | /
FC(F)Oc1cccc2cccnc12 | 4% | 0% | -2% | -0.8% | i | 2% | -0.6% | -4% | 1.2% | -4% | i
CCOC(=O)C1CCCN(c2c(Nc3cccc(C)c3)c(=O)c2=O)C1 (configuration not stated) | 0% | / | -2%[2.3 µM] | -1.1% | / | -5% | -0.7% | 0% | 0.1% | 0% | /
CCN1CCN(c2cc(C)c3cc(NC(=O)c4cnccn4)ccc3n2)CC1 | -10% | 0% | -3% | -2.0% | / | 2% | -0.2% | -11% | 1.6% | 1% | /
O=C(Oc1ccccc1C(=O)N1CCOCC1)c1ccccc1 | -4% | 3% | -5% | -1.3% | i | -9% | -0.7% | 7% | -0.7% | 0% | i
CCCOc1cccc(C2/C(=C(/O)c3ccncc3)C(=O)C(=O)N2CCCN(C)C)c1 (configuration not stated) | -6% | 6% | -3% | -0.3% | i | 5% | -0.5%[57.5 µM] | 0% | 0.5% | 7% | i
CCn1c(C(=O)N2CCCC(C(=O)NCCc3ccc(C)cc3)C2)cc2sccc21 (configuration not stated) | -1% | -2% | -8% | 2.6% | i | -4% | -0.7% | -24% | -2.2% | 7% | i
Cc1ccc(NC(=O)c2ccc(F)c(S(=O)(=O)N3CCOCC3)c2)cc1F | -2% | -4% | 4% | -2.1% | i | ? | 2.1%[1.84 µM] | -1% | -0.6% | 10% | ?
C/C(=N\n1nnnc1Nc1ccccc1)c1ccc(N)cc1 | 3% | 1% | -1% | -1.2% | i | -9% | 4.6%[0.369 µM] | 3% | 0.4% | -2% | i
Cc1ccccc1-c1nc(CN2CCCC(C(=O)NCc3cccnc3)C2)c(C)o1 (configuration not stated) | 1% | 1% | -9% | 0.4% | i | 5% | 1.1% | 5% | -1.4% | -8% | i
CCc1nnc(NC(=O)c2cnccn2)s1 | -3% | 4% | ? | 0.6% | i | -5% | 0.0% | 25% | 0.7% | -5% | i
CCCCN(C(=O)NC(=O)Nc1nc2ccc(OC)cc2s1)S(C)(=O)=O | -7% | 0% | -4% | -2.4% | i | -5% | -1.2% | -8% | -1.6% | 2% | i
CCc1ccc2c(c1)C(NC(C)=O)C(=O)N2CC (configuration not stated) | -6% | 0% | -2% | -1.8% | / | 0% | -1.2% | -1% | -0.7% | -3% | /
CCOc1cc(C(=O)N(C)c2ccccc2)cc(OCC)c1OCC | 1% | -4% | 1% | 0.2% | / | -3% | 1.4% | 3% | 1.8% | 10% | /
O=C(Nc1ccc(Cl)cc1)N1CCC(c2nc(-c3cccs3)no2)CC1 | 4% | 1% | 3% | -0.8% | i | -6% | / | -16% | -0.2% | 6% | i
O=C1c2ccccc2C(=O)N1Cc1nc(-c2ccccn2)no1 | -2% | -1% | -6% | -2.4% | i | -10% | -0.5% | 2% | -0.2% | -6% | ?
CN(C)c1nc(SCCOC(=O)c2ccccc2)nc(N(C)C)n1 | 4% | 5% | ? | 0.0% | i | ? | / | -7% | 0.3% | -3% | i
CN(C)c1nc(-c2ccccc2C(F)(F)F)nc2ccccc12 | -5% | 11%[9.22 µM] | 1% | -0.4% | i | 10% | 1.1% | -2% | -0.7% | -7% | i
CCOc1ccc(CN(CCO)CCO)cc1C(=O)OC | 1% | 1% | -17% | 0.1% | i | 0% | -3.1% | 2% | -0.9% | 1% | i
O=C(CNCc1ccco1)Nc1ccccc1-n1cccc1 | -1% | 0% | -3% | -0.7% | i | -9% | 0.5%[57.5 µM] | 12% | 0.7% | -1% | i
COc1ccc2c(c1)c1c(n2C(C)=O)C(OC(C)=O)=NCC1 | -4% | 0% | 7% | -0.4% | 4.8e-08M* | ? | 0.5% | -1% | -0.6% | -4% | 5.3e-08M*
